# Bioassay records from PubChem BioAssay.
# SSB-PriA inh: inhibitors of Klebsiella pneumoniae PriA binding to SSB C-terminal tail, primary screen, biochemical, AlphaScreen | hit rate 0.6% among 430,000 | PriA–SSB C-terminal tail interaction (Klebsiella pneumoniae) | inhibition, % at 33 µM | AlphaScreen SSBct-PriA binding, biotinylated peptide; in the data active means inhibition mostly above about 37%, no sharp cut-off; inactive means mostly below about 20%;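 further: plate controls were negative control peptide for no effect and reference peptide for full effect; strong numbers were not always called active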
# An asterisk follows results filed as active; & = joins results of further samples. Some of the compounds tested; count on the stated rates, not on these rows.
SMILES,SSB-PriA inh
CCOc1ccc(/C=C/C(=O)Nc2cccc(Cl)c2C)cc1,-1
O=C(Nc1ccc2c(c1)OCO2)N1CCN(CCn2ccnc2-c2ccccc2)CC1,-19
CC(C)Oc1ncccc1CNC(=O)c1ncc(-c2ccccc2)o1,-6
O=C(Nc1ccc(-c2ccn[nH]2)cc1)C1CCC1,-7
CCOc1ccc2c(c1)c(=O)c(S(=O)(=O)c1ccc(OC)cc1)cn2C,-11
COc1ccc(C2CCCCN(C(=O)Cc3ccsc3)C2)cc1 (stereo not drawn),-6
O=[N+]([O-])c1ccc(C=NNc2nc(N3CCCC3)nc(N3CCCC3)n2)o1,1
COCC(=O)Nc1cccc(-c2cn3nc(OC)ccc3n2)c1,-14
COc1ccc(Cc2nnc(C3CCN(C(=O)Nc4ccc(OC)cc4)CC3)s2)cc1,4
O=C(O)c1ccc(NN=Cc2ccc(-c3ccc(Br)cc3)o2)cc1,-12
CC(=O)C1=C(C)N=C(SCC(=O)NC2CCCCC2)C(C#N)[C@H]1c1ccc(Cl)cc1 (stereo partly drawn),-4
CCOC(=O)c1nn(-c2ccc(C)cc2)c(=O)cc1NCc1cccs1,-18&8
CCOc1ccc2ccccc2c1C(=O)N1CCN(c2ccc(-n3cncn3)nn2)CC1,-10
CCOc1ccccc1C=NNc1nc(C)cc(=O)[nH]1,1
COC(=O)c1ccccc1NC(=O)c1sc2nc(-c3cccs3)c3c(c2c1N)CCCC3,-17
ON=C1CCC(=NO)c2nn(-c3ccccc3Cl)nc21,3
O=C(NCCn1ccnc1-c1ncccn1)NCc1cccs1,71*
COc1ccc(CNC(=O)Nc2cnc3ccnn3c2)cc1,5
COc1ccccc1C1C(=C(O)c2ccc3c(c2)OCCO3)C(=O)C(=O)N1Cc1cccnc1 (stereo not drawn),-20
O=C(Nc1ccc(SCCN2CCOCC2)nn1)c1ccco1,-11
O=C(c1ccc(-n2cccc2)cc1)N1CCN(CC(O)C2CC2)CC1 (stereo not drawn),10
Clc1ccc(-c2csc3nnc(SCc4ccc5c(c4)OCO5)n23)cc1,-1
CCOC(=O)C(=NNc1ccccc1)P(=O)(c1ccccc1)c1ccccc1,12
O=C(Nc1ccc2c(c1)C(=O)NCCO2)c1cccc(Cl)c1,-11
O=S(=O)(O)c1nc2ccccc2s1,-3
COc1ccc(C(=O)ON=C(c2ccccc2)c2ccncc2)cc1OC,-4
COc1cc(C(=O)Nc2nnc(C3CCCO3)o2)cc(OC)c1OC (stereo not drawn),-8
Cc1c(C(=O)Nc2ccccc2Cc2nc(-c3cccs3)no2)cnn1-c1ccccc1,2
Cc1cccc(-n2c(CNC(=O)COc3ccccc3)nnc2SCC(=O)N2CCc3ccccc32)c1C,-12
Nc1cc(=O)[nH]c2n[nH]c(=S)n12,2
COCCn1c(-c2ccc(Cl)cc2Cl)nc2oc3ccccc3c(=O)c2c1=O,6
Cc1cc(S(=O)(=O)NCc2ccsc2)ccc1F,-4
O=C(NCCN1CCOCC1)C(=O)NC[C@@H](c1ccsc1)N1CCCC1,2
COC(=O)C1Cc2ccc(C)cc2C(=O)O1 (stereo not drawn),-13
CC(=O)N1CCN(c2oc(-c3cccc(Cl)c3)nc2S(=O)(=O)c2ccccc2)CC1,-12
CCOc1ccc(-c2nnc(SCC(=O)Nc3nccs3)o2)cc1,2
Cc1snc(SCC(=O)NN=C(N)COc2ccc(F)cc2)c1C#N,-10
O=C(c1ccccc1)c1cc(Cl)ccc1NC(=O)C1CCN(S(=O)(=O)c2ccc(F)cc2)CC1,-6
COC(=O)C(=O)CC(=O)c1ccc(C)cc1,-9
CCOC(=O)CNC(=O)Cn1nc(C2CC2)c2cnn(-c3cccc(Cl)c3)c2c1=O,-15

# As entered above:
# Result of `Cc1cc(S(=O)(=O)NCc2ccsc2)ccc1F` in SSB-PriA inh: -4
# Result of `COC(=O)C1Cc2ccc(C)cc2C(=O)O1` (stereo not drawn) in SSB-PriA inh: -13

# (list continues)
SMILES,SSB-PriA inh
CCCC(=O)ON=C(c1ccccc1)c1ccncc1,-1
O=C(Nc1ccccc1-c1nc2ccccc2o1)c1ccc(S(=O)(=O)N2CCc3ccccc3C2)cc1,-20
COc1c[nH]c(CN2CCOCC2)cc1=O,-7
CCNc1nc(NCC)n2c(SCC(=O)Nc3nc(-c4ccccc4)cs3)nnc2n1,-10&-2
CO[C@@H](CNC(=O)CCc1ccc(S(C)(=O)=O)cc1)c1ccsc1,-8
O=C(NCCC(O)c1ccco1)Nc1ccc2c(c1)OCO2 (stereo not drawn),-10
O=C(COc1ccccc1)NCC1CN(c2ccccc2)C(=O)O1 (stereo not drawn),4
O=C(NN=Cc1cccnc1)c1ccccc1OCc1ccc(Br)cc1,-6
Cc1nc(-n2cccc2)sc1C(=O)N[C@H]1CCN(c2ccccn2)C1,11
Cc1ccc(-c2csc3nc(SCC(=O)Nc4nsc(-c5ccccc5)n4)n(-c4ccccc4)c(=O)c23)o1,-1
O=C(NCc1ccc(Cl)cc1)C(=O)Nc1cccc(N2CCCS2(=O)=O)c1,-4
NC(=NOC(=O)Cc1cccc2ccccc12)c1ccccn1,-10
Cc1ccc(N(C)C(=O)c2cccnc2)c(C(=O)O)c1,-17&-10
O=C(Nc1nc2c(s1)CCc1ccccc1-2)c1ccccc1Oc1ccccc1,2
CC(=NNC(=O)CNC(=O)c1cccs1)c1ccco1,-18
O=C(c1c(F)cccc1Cl)N(Cc1ccco1)C1CCOCC1,-7
Cc1cc(=O)oc2cc(OCC(=O)N3CC4C[C@H](C3)Cn3c4cccc3=O)c(Cl)cc12,2
COC(=O)c1ccc(COc2coc(CSc3nncn3C)cc2=O)o1,-2
COc1ccc(-n2[nH]nnc2=S)cc1,-2
CN1C(=O)/C(=C\C=C\c2ccccc2)SC1=S,-6
Cc1ccc(-c2cc3c(=O)n(CC(=O)Nc4ccc(C)c(Cl)c4)ncn3n2)cc1,-14
O=S(=O)(NCCc1ccc(N2CCCC2)cc1)c1ccc2c(c1)OCCO2,15
O=C(c1ccc(Cl)s1)N1CC(Oc2nc3ccccc3s2)C1,-4
Cn1c(=O)c2c[nH]cc2n(C)c1=O,-10
CC1(C)COc2cc(NS(=O)(=O)c3ccc4ccccc4c3)ccc2NC1=O,0
Cn1cnc(S(=O)(=O)N2CCC(n3ccnn3)CC2)c1,6
NC(=O)c1ccc2nc(N)sc2c1,46
CCc1ccc(S(=O)(=O)NCCOc2cc(C)cc(C)c2)s1,-22
COc1cc(OC)cc(-c2noc(CSc3nc4ccsc4c(=O)n3-c3ccc(F)cc3)n2)c1,-7
CON=CCC(=O)Nc1ccc(F)cc1,-2
CC(=NNC(=O)C(C)Sc1ccccc1)C(C)(C)C (stereo not drawn),-14
O=C(NCC1CCN(C(=O)c2ccncc2)CC1)C(=O)Nc1cccc(F)c1,-5
CCc1ccc(S(=O)(=O)NCCn2nc(-c3cccs3)n(C3CC3)c2=O)s1,2
CCOc1ccc(C(C)C)cc1S(=O)(=O)N(C)C1CCCCC1,-21
CCOCC(=O)NCCn1ncc2c(=O)n(Cc3cccc(Cl)c3)cnc21,-10
O=c1[nH]c(=O)n(Cc2ccco2)c(O)c1C=NN1CCCCCC1,-5
Cc1nnc2ccc(N3CCN(S(=O)(=O)c4ccc(C(F)(F)F)cc4)CC3)nn12,-5
Cc1cccc(-c2noc(-c3ccc(=O)n(Cc4ccc(N5CCCC5=O)cc4)c3)n2)c1,2
CC[C@H](C)NC(=O)C(=O)NCc1ccccc1,-3
CC12CCC(C(=O)Nc3ccccc3F)(C(=O)C1=O)C2(C)C (stereo not drawn),0
O=C(Cn1cccn1)Nc1ccccc1Cc1nc(-c2cnccn2)no1,1
COc1cccc(NC(=O)NCCOc2ccc(F)cc2)c1OC,10
O=C(COC(=O)c1ccc(S(=O)(=O)N2CCCCC2)cc1)c1ccc(Cl)cc1,-11
O=c1c(S(=O)(=O)c2ccccc2)cn(Cc2cccc(F)c2)c2cc(N3CCOCC3)c(F)cc12,-1
CC(C)CC(=O)Nc1ccc2c(c1)N(C(=O)C1CC1)CC2,7
O=C(CCC1CCCCC1)NCCn1ncc2c(N3CCN(c4ccc(F)cc4)CC3)ncnc21,-15
Cc1ccc(C)c2sc(N(Cc3ccccn3)C(=O)C3CCCCC3)nc12,2
O=C(NN=Cc1ccsc1)c1c[nH]c2ccccc12,-4
[O-]/[N+](=C\c1cccs1)c1ccc(Cl)cc1,10
CCOc1ccc(C=NNC(=O)CNC(=O)c2ccc(S(=O)(=O)N3CCOCC3)cc2)cc1,-10
# Next part.
SMILES,SSB-PriA inh
COc1ccc(NS(=O)(=O)c2cc(NC(=NS(=O)(=O)c3ccccc3)c3ccc(F)cc3)ccc2Cl)cc1,12
O=S(=O)(N1CCCC1)N1CCCC(Cc2nc(C3CC3)no2)C1 (stereo not drawn),-13
O=C(COc1ccc(Cl)cc1Cl)NN=CCCc1ccccc1,-3
COc1ccc(Cl)cc1NC(=O)N1CCN(c2ccc3nnc(C4CC4)n3n2)CC1,-12&4
O=C(Nc1ccc(-c2nc3ccccc3[nH]2)cc1)c1cc(Cl)sc1Cl,-11
NC(=O)c1ccc(NC(=O)Cn2c(=O)n(Cc3cccs3)c(=O)c3ncccc32)cc1,-13
O=C(Cc1ccc2c(c1)OCO2)N1CC[C@H](n2ccnn2)C1,-17
COc1ncc(NC(=O)Nc2cccc(F)c2)cn1,3
Cn1nc(-c2ccc(F)cc2)cc1C(=O)N(CCc1cccs1)Cc1ccoc1,-7
C[C@](O)(CNC(=O)c1cc(-c2ccco2)on1)c1cc2ccccc2s1,-3
COc1ccc(S(=O)(=O)NC[C@H](OC)c2ccccc2OC)c(C)c1,-10
O=c1c2cc3c(cc2nc(SCc2nc(-c4cccc(Cl)c4)no2)n1Cc1ccco1)OCO3,-17
COCCNC(=O)C(=O)NN=C(C)CC(=O)Nc1ccc(Cl)cc1Cl,-11
O=C(NCc1ccccn1)C(=O)Nc1cccc(N2CCCS2(=O)=O)c1,0
CCN(CC)C(=O)Cn1cc(C(=O)C(=O)NCCn2c(C)cc3ccccc32)c2ccccc21,0
Nc1cccc(-c2nc3ccccc3o2)c1,2
Cc1ccc(C(=O)Nc2ccc3nc(C)n(-c4ccc(F)cc4)c(=O)c3c2)cc1C,-4
CC(=O)c1ccc(NC(=O)c2ccc(Cl)s2)cc1,-2
O=C(c1cc(C2CC2)on1)N1CC[C@H](c2ccc3c(c2)OCO3)C1,-13
CCCCCS(=O)(=O)N1C(=O)CSC1=Nc1ccccc1,0
CSc1cccc(NC(=O)C(=O)N2CCC(Cc3ccccc3)CC2)c1,-14
CSCCC(C)(O)CNC(=O)c1cc(C)ccc1C (stereo not drawn),-26
CCCCN=C1CC(C)(C)CC(=O)C1=C(O)CCC,-12
Cc1c(Cl)cncc1C(=O)O,-11
CSCC(C)(O)CNS(=O)(=O)c1cnn(C)c1 (stereo not drawn),-1
CN1CCCc2cc(CCNC(=O)C(=O)NCc3ccc(Cl)cc3)ccc21,25
O=C(NCC1CCN(C(=O)c2ccccc2F)CC1)C(=O)Nc1cc2c3c(c1)CC(=O)N3CCC2,-12
CSc1ccccc1NC(=O)C(=O)NCc1ccc(C(=O)c2ccco2)s1,-9
CCOc1ccc2ncc(C#N)c(Nc3cc(OC)cc(OC)c3)c2c1,-11
O=C(Nc1ccccc1F)c1oc2ccccc2c1NC(=O)C1CCCC1,-8&2

# Exported tab-delimited: part of the list above
compound	SSB-PriA inh
COc1ccc(Cc2nnc(C3CCN(C(=O)Nc4ccc(OC)cc4)CC3)s2)cc1	4
O=C(NCCN1CCOCC1)C(=O)NC[C@@H](c1ccsc1)N1CCCC1	2
COc1ccccc1C1C(=C(O)c2ccc3c(c2)OCCO3)C(=O)C(=O)N1Cc1cccnc1 (stereo not drawn)	-20
O=C(NCC1CCN(C(=O)c2ccccc2F)CC1)C(=O)Nc1cc2c3c(c1)CC(=O)N3CCC2	-12

# Later entries.
SMILES,SSB-PriA inh
NC(=O)c1ccc(NC(=O)C2CCN(c3ccc(-c4cccnc4)nn3)CC2)cc1,0
O=C(NN=C1CCS(=O)(=O)c2ccc(F)cc21)c1ccccn1,2
Cn1c(SCC(=O)c2ccccc2)nc2c(c1=O)SCC2,-16
O=C(Cn1ccc2ccccc21)NC1CCN(c2ccc(C(F)(F)F)cn2)C1 (stereo not drawn),-9
O=c1nc(NN=C/C=C/c2ccccc2)cn[nH]1,-17
O=C(NN=Cc1ccc(OC2CSC2)cc1)c1ccc(CN2CCOCC2)cc1,-12
COC(=O)c1ccccc1-c1ccc(/C=C(\C#N)C(=O)NCc2ccco2)o1,6
O=C(CN1CCC(c2nnc(-c3ccsc3)o2)CC1)Nc1cccnc1,-11
Cc1nnc(C2CCN(C(=O)NCc3cccs3)CC2)s1,0
COc1ccc(-c2cc3c(SCC(=O)Nc4ccc(OC)cc4OC)nccn3n2)cc1,2

# 7 structures already listed, ordered by number of heavy atoms, largest number first.
SMILES,SSB-PriA inh
COc1ccc(-c2cc3c(SCC(=O)Nc4ccc(OC)cc4OC)nccn3n2)cc1,2
O=C(NCC1CCN(C(=O)c2ccncc2)CC1)C(=O)Nc1cccc(F)c1,-5
O=C(NCc1ccc(Cl)cc1)C(=O)Nc1cccc(N2CCCS2(=O)=O)c1,-4
COc1ccc(S(=O)(=O)NC[C@H](OC)c2ccccc2OC)c(C)c1,-10
COc1ccc(C2CCCCN(C(=O)Cc3ccsc3)C2)cc1 (stereo not drawn),-6
CC(=O)c1ccc(NC(=O)c2ccc(Cl)s2)cc1,-2
[O-]/[N+](=C\c1cccs1)c1ccc(Cl)cc1,10

# (more compounds)
SMILES,SSB-PriA inh
O=C(NN=Cc1ccco1)c1ccccc1OCc1ccccc1Cl,1
Cn1nnc2c(N3CCN(C(=O)Nc4c(F)cccc4F)CC3)ncnc21,-17
O=C(c1ccco1)N1CCN(c2nc3ccc([N+](=O)[O-])cc3s2)CC1,-13
O=C(Cc1cccs1)NCC#CCOc1cccc(C(F)(F)F)c1,-24
O=C(NCCn1ncc2c(N3CCCCC3)ncnc21)C1CCCC1,-6
N#CCOc1ccccc1C=Nn1nnnc1N,6
CC(=NOCC(=O)NCC(F)(F)F)c1cc2ccccc2o1,-7
Cc1cn2c(=O)c(C(=O)NCC3CCCC(CNC(=O)c4cnc5sc(C)cn5c4=O)C3)cnc2s1 (stereo not drawn),-22
